Screening results: PubChem, several laboratories
PKA-R1A act = activators of PKA-R1A complex. P00514+P68181. PKA-R1A dissociation, Cy5-IP20 fluorescence polarization; scaled: DMSO 0%, 113 µM cGMP 100%. activation, % at 11.4 µM. 340,000 compounds, 0.083% hits;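 active = percent activation above the mean of all tested compounds plus 3 SD, cut at about 19% in these data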;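 also: higher means more PKAc released from R1A so a rise in polarization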
Mot1-301 SUMO = SUMOylation pathway inhibition by Mot1-301 growth rescue. S. cerevisiae Mot1-301 growth rescue, ATP luminescence, 38.5C; percent above DMSO median, 100 means doubled. growth rescue, % at 18.8 µM. 320,000 compounds, 1% hits. AID 2716;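 active = every valid replicate shows activation above 250% relative to neutral control wells; inactive = the rest, any valid replicate at or below 250%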;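 also: OY570 slx delta 5 strain wells were the positive control but not used for scaling; some compounds called inactive have numbers as strong as hits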
MOR-DOR ag = OPRM1-OPRD1 heterodimerization agonism | 340,000 compounds, 0.3% hits | cells, luminescence | activation, % at 9.3 µM; in the data active = activation above about 18%;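 also: 0% = vehicle-treated cells and 100% = reference agonist; values of inactives mirror those of a sister screen read the other way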
Target sequence (P35372 whole entry, looked up): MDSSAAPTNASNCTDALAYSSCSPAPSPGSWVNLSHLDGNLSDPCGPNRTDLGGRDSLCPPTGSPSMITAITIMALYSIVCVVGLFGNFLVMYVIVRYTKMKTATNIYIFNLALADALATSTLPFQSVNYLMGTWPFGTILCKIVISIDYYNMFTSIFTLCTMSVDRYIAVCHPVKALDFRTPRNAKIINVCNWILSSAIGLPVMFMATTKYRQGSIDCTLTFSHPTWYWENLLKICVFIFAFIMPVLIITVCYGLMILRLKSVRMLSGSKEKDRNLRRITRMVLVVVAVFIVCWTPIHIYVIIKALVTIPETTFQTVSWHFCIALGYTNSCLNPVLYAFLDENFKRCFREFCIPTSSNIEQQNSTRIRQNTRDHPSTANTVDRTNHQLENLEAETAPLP
Target sequence (P41143 whole entry, looked up): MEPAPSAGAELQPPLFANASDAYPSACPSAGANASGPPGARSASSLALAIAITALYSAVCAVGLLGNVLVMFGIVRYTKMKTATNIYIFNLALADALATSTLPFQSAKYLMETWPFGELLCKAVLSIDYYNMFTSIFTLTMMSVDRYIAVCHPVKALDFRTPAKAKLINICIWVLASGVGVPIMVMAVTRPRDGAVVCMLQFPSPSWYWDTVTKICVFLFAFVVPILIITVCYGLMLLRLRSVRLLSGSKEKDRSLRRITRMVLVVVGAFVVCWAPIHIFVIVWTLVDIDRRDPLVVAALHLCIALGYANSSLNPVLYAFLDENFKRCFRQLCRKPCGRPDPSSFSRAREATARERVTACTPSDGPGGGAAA
PfHsp90 set2 = inhibits growth of yeast expressing Plasmodium falciparum Hsp90. S. cerevisiae expressing PfHsp90, BacTiter-Glo ATP, 48 h; yeast lacking PDR1 and PDR3 efflux regulators. inhibition, % at 9.4 µM. 310,000 compounds, 0.32% hits. AID 504621;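 active = every replicate shows inhibition above about 80%, whatever the replicate mean, limit read from the data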;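 also: 0% = DMSO neutral controls and 100% = 20 µM radicicol positive controls; yeast relying on Plasmodium falciparum Hsp90 in place of its own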
AddAB inh = less growth of phage-infected E. coli with AddAB; E. coli expressing H. pylori AddAB, absorbance growth; inhibition, % at 11.9 µM; 330,000 compounds, 0.29% hits; AID 435030; in the data active = inhibition above about 12%;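 also: 0% = vehicle wells of infected cells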
Ecoli viability = bacterial growth inhibition, counter-screen for AddAB inhibitors; E. coli V3065 growth, OD600 absorbance, 18 h; inhibition, % at 11.9 µM; 330,000 compounds, 0.27% hits;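 active = inhibition above the campaign's mean inhibition across all tested compounds plus 3 SD, cut at about 9.9% in these data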;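 also: uninfected addAB+ strain grown without phage in ampicillin broth; 0% = DMSO wells and 100% = ciprofloxacin 0.95 µg/ml wells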
Tat export inh = E. coli Tat transport inhibition; inhibition, % at 10 µM; E. coli MC4100 TorA-mCherry Tat export, fluorescence; 340,000 compounds, 0.036% hits;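 active = mean replicate inhibition at least 50% and at least half of replicates individually reaching 50%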;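 also: exported cargo escapes ClpAP degradation while cytoplasmic cargo is degraded and loses fluorescence; 0% = median of neutral control wells and 100% = median of NaSCN control wells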
PKA-R2B act = PKA-R2B complex activation; activation, % at 11.4 µM; PKA-R2B holoenzyme dissociation, Cy5-IP20 fluorescence polarization; R2B truncated from residue 108, S112A mutant; 0% DMSO only, 100% 113 µM cGMP; P22694+P31323; 340,000 compounds, 0.079% hits; AID 504700;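 active = activation above a cutoff set at the mean over all compounds plus 3 SD, cut at about 18% in these data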;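 also: higher means more holoenzyme dissociation and a rise in polarization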
HTR5A inv ag = HTR5A inverse agonism, opioid heterodimer counter-screen. 340,000 compounds, 0.083% hits. inhibition, % at 9.3 µM. HTR5A cell line, luminescence. AID 504634; in the data active = inhibition mostly above about 23%, no sharp cut-off; inactive = mostly below about 18%;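 also: 0% = cells with DMSO and 100% = no-cell wells with DMSO; some compounds called inactive have numbers as strong as hits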
MOR-DOR inv ag = inverse agonists of human mu-delta opioid receptor heterodimerization; cell-based MOR-DOR heterodimer luminescence, inverse agonism; AID 504357; inhibition, % at 9.3 µM; 340,000 compounds, 0.21% hits; P35372+P41143; in the data active = inhibition above about 22%, passing the limit was not always enough;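 also: 0% = cells with DMSO and 100% = wells without cells with DMSO; values of inactives mirror those of a sister screen read the other way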
phage Ecoli inh = E. coli growth loss with phage present; 360,000 compounds, 0.26% hits; growth absorbance; inhibition, % at 11.9 µM; in the data active = inhibition above about 11%
* marks the source's active call; other numbers are inactive results; . = no result given. Rows are unselected. Share with any hit: about 2.2%.

SMILES	PKA-R1A act	Mot1-301 SUMO	MOR-DOR ag	PfHsp90 set2	AddAB inh	Ecoli viability	Tat export inh	PKA-R2B act	HTR5A inv ag	MOR-DOR inv ag	phage Ecoli inh
COc1ccc(CCNC(=O)C2Cc3ccccc3C(=O)O2)cc1 (stereo unspecified)	8	5	0.4	-13	2.0	1.1	-1	3	8	-2	3.2
C=C(C)CN(CC)CCC(=O)Nc1ccc(OC)cc1OC	8	-19	0.6	5	-1.3	-3.9	-4	3	-25	-3	1.7
CCN(C1CCCCC1)S(=O)(=O)c1ccc(S(=O)(=O)NCc2ccncc2)cc1	6	6	1.4	-13	4.5	1.7	-4	1	-2	-8	3.6
Cc1c(C(=O)NCc2ccc(S(N)(=O)=O)cc2)oc2ccc(Cl)cc12	.	3	.	-42	1.6	0.6	-5	.	.	.	2.0
C#Cc1ccc([C@@H]2C=C(C(=O)NCc3nc4ccccc4[nH]3)O[C@H](OCC)[C@H]2CCCO)cc1	-12	21	-0.1	5	-0.2	-1.5	10	3	-20	1	2.6
COc1ccc(C2C(C(=O)Nc3cc(C)on3)c3ccccc3C(=O)N2C)cc1 (stereo unspecified)	12	-11	0.2	.	5.5	1.0	-3	4	-10	-1	2.7
Cc1cc(C)c2oc(C(=O)N(Cc3ccccc3)C3CCS(=O)(=O)C3)cc(=O)c2c1 (stereo unspecified)	-3	-13	-1.8	-13	2.1	-0.8	4	-3	1	9	0.1
Nc1ccc(-c2cnc(N)c(C(=O)c3cccnc3)n2)cn1	8	.	-2.2	14	.	.	0	-9	1	13	.
CCOC(=O)c1sc2cccc(F)c2c1N	-12	4	-0.9	8	1.6	-0.8	-5	-1	16	5	2.4
COc1ccc(NC(=O)CCNS(=O)(=O)c2ccc3c(c2)c(=O)n(C)c(=O)n3C)cc1OC	3	-12	0.1	3	-0.8	1.2	-6	2	-5	-1	3.2
COc1ccc(-n2nc3c(c2NC(=O)CCl)CSC3)cc1	-3	263	-3.6	2	1.5	-0.8	0	1	9	18	0.8
COc1cc(Br)c(CCNC(=O)c2ccco2)cc1OC	16	-2	-2.1	-7	-0.9	-1.8	-7	17	1	14	1.7
COc1cc(-c2nnc(-c3ccc(N4CCOCC4)cc3)o2)cc(OC)c1OC	-6	-6	-3.2	4	3.4	2.2	0	-4	-7	16	3.4
OCCN1CCN(CC#CCn2c3ccccc3c3ccccc32)CC1	8	-11	-0.7	-42	0.2	1.4	2	-1	5	4	0.8
O=C(c1ccc(COc2ccccc2Cl)o1)N1CCN(c2ccccc2)CC1	-4	2	4.0	-9	1.2	-1.3	12	2	-27	-24	3.6
COc1ccc2c(c1O)Cc1ccccc1C2=O	-4	-11	1.9	-3	6.7	2.1	-7	2	13	-10	.
O=S(=O)(c1cccc2ccccc12)N1CCC2CC1c1cc(Cl)ccc12 (stereo unspecified)	2	.	-0.4	-27	.	.	6	-5	-1	2	0.1
Cn1c(SC2=CS(=O)(=O)c3ccccc32)nc2ccccc21	-10	14	-0.7	-14	1.2	-2.5	14	-14	21	3	2.5
Cc1ccc(N2C(=O)c3ccccc3C(C)(C)C2=O)cc1	-14	16	1.2	25	2.5	2.4	1	-5	-17	-7	3.4
CC(C)(C)N1C(=O)c2ccccc2NC(=O)N1Cc1ccccc1	-14	0	-1.5	1	-0.5	-0.1	0	-14	-2	9	0.0
O=C(CCN1CCOCC1)Nc1c(-c2ccccc2)c2cc(Br)ccc2[nH]c1=O	-7	-3	-1.3	-15	1.7	2.2	1	1	1	7	0.4
O=C(CCSc1ccccc1)Nc1nc2c(s1)CCCC2	-3	-6	2.1	4	1.3	1.9	6	3	-7	-11	3.4
O=C(COc1ccc(Cl)cc1)NCCNC(=O)c1ccccn1	-1	-1	-1.5	-15	2.5	1.4	-4	0	-5	11	3.0
CCc1nnc(NC(=O)CSc2nc(-c3ccc(OC)cc3)ns2)s1	-2	18	-1.1	.	1.6	0.3	0	4	12	6	0.8
CS(=O)(=O)n1nc(OC(=O)c2cccc3ccccc23)cc1N	-5	3	0.5	21	2.7	-2.8	4	-11	5	-3	-0.3
C/C(=N/NC(=O)c1cc2ccccc2cc1O)C1C(=O)c2ccccc2C1=O	-3	.	-1.8	-21	9.4	9.2	7	-8	5	9	11*
CC(C)(C)c1ccc(S(=O)(=O)N2CCC(NC(=O)c3ccco3)CC2)cc1	-5	3	-0.9	14	4.0	-1.7	9	-12	7	5	-1.0
Cc1oc2c(c1C(=O)NCCCC(=O)O)CCCC2	-2	-3	0.9	21	3.3	-1.6	-9	7	-20	-5	-0.1
ClCc1nc2ccccc2n1Cc1ccccc1	-11	-12	0.6	1	1.2	-1.6	3	4	10	-3	0.6
O=C(Nc1nnc(C2CC2)o1)c1ccc(S(=O)(=O)N2CCc3ccccc3C2)cc1	0	-31	-2.0	-21	1.1	-5.8	11	-4	-5	13	1.2
O=C(CCCC(=O)OCC(=O)c1ccc(F)cc1)Nc1cc(C(F)(F)F)ccc1Cl	-6	-8	1.9	.	3.6	-2.3	-4	-7	-3	-9	-0.9
c1ccc2cc3[nH]c(CN4CCCCC4)nc3cc2c1	-2	18	-0.8	11	1.0	2.2	-9	-10	-12	5	4.5
COc1ccc(CCNc2oc(-c3ccccc3OC)nc2C#N)cc1	0	-2	-2.2	6	-3.1	-1.8	5	-1	-8	12	3.0
NC(=S)Nc1ncc(CCN2CCOCC2)c(-c2ccc(F)cc2)n1	-12	9	-3.0	.	1.1	-0.4	-7	-14	-18	15	3.2
Cc1ccc(NC(=O)CN2C(=O)C3C4C=CC(C4)C3C2=O)cc1S(=O)(=O)N(C)C (stereo unspecified)	6	-19	-1.1	-20	2.9	-1.9	-6	-1	11	5	2.2
CCN(CC)S(=O)(=O)c1ccc(N2CCN(c3cccc(OC)c3)CC2)c([N+](=O)[O-])c1	-3	5	-2.8	-7	7.1	-2.6	17	-10	-3	13	6.5
CCCCCCC(=O)N1CCN(c2cc3c(cc2F)c(=O)c(C(=O)O)cn3CC)CC1	-10	.	-3.0	-16	10	8.3	-2	0	3	18	3.4
COc1cc(C2Nc3ccccc3C(=O)N2c2ccccc2)c(Br)cc1OCC(=O)O (stereo unspecified)	-7	175	-1.2	-18	5.3	1.7	-15	-9	19	6	1.1
Cc1ccc(-n2c(SCC(=O)Nc3ccc4c5c(cccc35)CC4)nc(O)c(C)c2=O)cc1	6	9	-2.6	6	4.1	0.5	-4	1	-22	14	1.4
CCOc1ccc(Nc2nc(N)nc(CSC(=S)N3CCN(c4ccccc4)CC3)n2)cc1	4	206	3.1	14	0.9	-3.6	5	4	-25	-15	0.7
Cc1nc(SC2CC(=O)N(c3ccccc3)C2=O)nc2c1CCCC2 (stereo unspecified)	8	61	-2.3	15	2.5	0.0	0	-1	1	13	2.9
Cc1nn(CCCC(=O)N2CCc3ccccc3C2)c(=O)c2cc3sccc3n12	-2	-8	-2.8	-7	-2.6	1.7	-7	0	0	15	1.9
Cc1ccc(S(=O)(=O)N2[C@@H](c3ccc(C(C)(C)C)cc3)C(C(=O)O)=CC[C@H]2c2ccc(Cl)cc2)cc1	-2	.	-2.4	-52	2.9	0.5	24	-2	7	11	1.6
S=C(NCc1ccncc1)Nc1cc(Cl)cc(Cl)c1	3	4	1.6	-4	2.6	2.3	14	10	-30	-9	2.9
Cc1ccc(C(=O)COC(=O)CN2C(=O)C3C4CCC(C4)C3C2=O)cc1[N+](=O)[O-] (stereo unspecified)	-1	-23	-8.6	-31	1.6	-0.4	1	13	23	53*	3.7
O=C(O)CC/C(=N\NC(=O)CNC(=O)c1ccc(F)cc1)c1ccccc1	4	-3	-4.1	-3	1.7	-0.1	-5	-13	-4	21	3.6
O=C(Cc1ccccc1)Nc1nc(-c2cccc([N+](=O)[O-])c2)cs1	-1	6	2.5	7	0.6	0.2	0	-9	6	-12	3.1
CCOC(=O)CCCCC(=O)c1[nH]c(=O)[nH]c1Cn1cnc2ccccc21	-8	-18	-3.5	-2	3.6	1.4	-11	-16	0	20	-1.6
COc1ccc(-c2nc(CS(=O)CC(=O)NCCN3CCCCCC3)c(C)o2)cc1OC (stereo unspecified)	-6	59	-0.7	9	0.0	-0.9	-6	-9	-7	4	0.6
Cc1ccc(OCc2nnc(SCC(=O)c3cccc([N+](=O)[O-])c3)n2C)cc1	-9	11	-0.7	12	-0.7	0.3	-5	-6	-11	4	0.2
Cc1ccc(OCC(=O)NNC(=O)CSC(=S)N2CCCC2)cc1	-6	.	-2.9	.	.	.	6	-3	19	15	-1.8
CCOc1ccc2oc(C(=O)Nc3ccc(N4CCOCC4)cc3)c(C)c2c1	4	475	1.6	-17	2.6	0.3	1	4	11	-8	0.3
CNC(=O)N(O)C1N(/N=C/c2ccc(SC)cc2)C(=S)SC1(C)C (stereo unspecified)	-6	3	-2.1	-19	-1.7	2.0	-4	-9	3	10	0.0
O=C(c1cccc2ccccc12)N1CCC(N2CCN(c3ccccc3)CC2)CC1	0	2	-3.7	-1	-0.2	-3.8	6	2	-17	19	-4.3
COc1cccc(CN(C)Cc2cc(=O)oc3c(C)c(C)ccc23)c1	-9	-8	3.1	5	.	.	1	-5	6	-14	-3.0
CC/C(=N\NC(=O)c1nnn(-c2nonc2N)c1-c1cccc(OC)c1)c1ccc(C)cc1	-12	-18	-0.8	2	-0.4	-1.6	10	-2	-6	4	2.1
CCN1CCN(CCCNC(=O)C2CCCN(c3nc4c(C)cc(C)cc4s3)C2)CC1 (stereo unspecified)	5	288	-0.8	9	-3.0	-2.6	-6	2	-19	5	-0.1
Cc1ccc([N+](=O)[O-])cc1NC(=O)CSc1n[nH]c(-c2cccnc2)n1	0	3	-1.2	-49	-0.6	1.0	12	-2	7	8	1.0
CCC(=O)Nc1nnc(S(=O)(=O)N(CC)c2ccc(Cl)cc2)s1	7	-2	0.9	-8	-1.2	-3.2	-6	-4	0	-4	0.1
COC(=O)CNC(=S)NC(=O)c1ccc(C(C)(C)C)cc1	-9	.	0.4	18	1.5	0.2	6	-17	3	-2	3.1
COCCN(CCOC)S(=O)(=O)c1ccc(C(=O)NC2CCN(Cc3ccccc3)CC2)cc1	3	-8	-2.6	7	0.3	2.1	-9	14	-28	15	1.3
N#CCc1c(C#N)c(N)nc(N2CCN(S(=O)(=O)c3ccccc3F)CC2)c1C#N	0	72	-0.2	-12	-0.4	-2.1	1	2	9	1	2.6
CCC(=O)Nc1cccc(NC(=O)c2ccccc2Cl)c1	-3	-7	-3.7	-11	3.3	1.7	-3	15	10	18	7.7
